# From PubChem
# Avidin fluor: green autofluorescence of compounds with avidin beads – biophysical, 488/530 nm, flow cytometry, artefact control, profiling panel; AID 1775, 2009; fluorescence (KMESF) at 10 µM; compound fluorescence 488/530 nm; hits give high values; 220,000 tested, 0.38% active; in the data active = fluorescence above about 47; note: inactives centre near 10
# ABCG2 inh: ABCG2 efflux pump inhibitors, primary screen, multiplex with ABCB1, IgMXP3 cells, flow cytometry; 190,000 tested, 0.1% active; inhibition, % at 6.6 µM; Broad substrate specificity ATP-binding cassette transporter ABCG2 (Homo sapiens), Q9UNQ0; AID 1325, 2008; JC-1 efflux;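 active = inhibition above 80%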;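 note: 0% = DMSO and 100% = nicardipine control wells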
# Target sequence (Q9UNQ0 whole entry, looked up): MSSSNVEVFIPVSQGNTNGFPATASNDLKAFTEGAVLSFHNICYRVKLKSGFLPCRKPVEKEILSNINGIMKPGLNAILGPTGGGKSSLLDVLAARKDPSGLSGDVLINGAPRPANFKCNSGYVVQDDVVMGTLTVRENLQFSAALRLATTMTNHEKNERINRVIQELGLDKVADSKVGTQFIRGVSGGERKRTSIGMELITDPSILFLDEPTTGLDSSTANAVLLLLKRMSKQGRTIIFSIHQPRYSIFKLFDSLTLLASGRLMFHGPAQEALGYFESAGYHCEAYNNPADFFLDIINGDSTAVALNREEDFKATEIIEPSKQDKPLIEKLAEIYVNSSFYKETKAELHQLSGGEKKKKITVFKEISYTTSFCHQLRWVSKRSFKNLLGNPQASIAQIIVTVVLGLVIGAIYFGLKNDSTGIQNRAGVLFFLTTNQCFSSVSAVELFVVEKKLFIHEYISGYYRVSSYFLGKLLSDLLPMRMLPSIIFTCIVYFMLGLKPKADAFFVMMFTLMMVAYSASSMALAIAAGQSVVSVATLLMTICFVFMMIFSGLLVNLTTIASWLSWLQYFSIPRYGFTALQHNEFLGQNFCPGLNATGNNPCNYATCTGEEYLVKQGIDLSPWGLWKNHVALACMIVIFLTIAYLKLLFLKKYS
#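 Test system: ABCG2 IgMXP3 and barcoded ABCB1 CCRF-Adr cell mix; Schedule: cells with compound and JC-1, 10 min at 25 °C, rotating, no wash; Technique: flow cytometry of retained JC-1 fluorescence; Measure: % inhibition of efflux relative to nicardipine and DMSO; Controls: nicardipine high and DMSO low controls.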
# Rab2 wt GTP: modulators of GTP binding to Rab2A wildtype, primary screen, biochemical, dog, bead-based flow cytometry, multiplex; GST-Rab2 wt beads, Bodipy-GTP binding; GTP binding activity, % at 10 µM; 190,000 tested, 0.19% active;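 active = GTP binding activity at least 20 points away from 100%, either lowered or raised; inconclusive = signal likely due to the compound's own green fluorescence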;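 note: 0% = beads with excess unlabeled GTP and 100% = no-compound control corrected for plate trend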
# Cdc42 wt GTP: modulators of GTP binding to wildtype Cdc42, primary screen, biochemical, multiplex bead flow cytometry, Bodipy-GTP. GST-Cdc42 beads; actives lie on both sides. percent activity (GTP binding), % at 10 µM. 190,000 tested, 0.2% active;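 active = percent activity GTP binding at least 20 points away from the 100% baseline, either down as inhibitor or up as activator; inconclusive = compound flagged as likely green fluorescent from well-wide comparison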;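 note: median bead fluorescence of bound Bodipy-FL-GTP at 100 nM; 0% = excess unlabeled GTP control and 100% = no compound control; below 100% means less GTP binding so inhibitor and above means activator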
# Target sequence (P60953 whole entry, looked up): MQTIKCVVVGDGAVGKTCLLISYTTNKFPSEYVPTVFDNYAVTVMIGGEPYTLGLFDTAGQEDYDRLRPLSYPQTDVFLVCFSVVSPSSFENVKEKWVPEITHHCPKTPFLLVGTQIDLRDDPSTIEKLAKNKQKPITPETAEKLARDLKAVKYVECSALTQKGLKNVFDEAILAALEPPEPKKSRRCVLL
# HRas wt GTP bind: modulators of GTP binding to HRas wildtype, primary screen, biochemical, bead-based flow cytometry, multiplex; GTPase HRas (Homo sapiens), P01112; GST-Ras wt beads, Bodipy-FL-GTP binding; actives lie on both sides; GTP binding activity, % at 10 µM; 190,000 tested, 0.14% active;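 active = GTP binding activity at least 20% away from the 100% baseline, either lowered as inhibitor or raised as activator; inconclusive = flagged as likely green fluorescent, judged across all proteins in the well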;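 note: 0% = unlabeled GTP competition control and 100% = no-compound control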
# Target sequence (P01112 whole entry, looked up): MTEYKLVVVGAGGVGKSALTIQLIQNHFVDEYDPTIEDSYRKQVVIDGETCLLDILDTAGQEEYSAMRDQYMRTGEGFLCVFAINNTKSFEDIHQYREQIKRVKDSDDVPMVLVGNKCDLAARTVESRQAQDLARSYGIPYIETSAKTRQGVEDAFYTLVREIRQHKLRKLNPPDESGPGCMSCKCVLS
# Pf gamet viab: late stage P. falciparum gametocyte viability inhibitors, primary screen, ATP luminescence, HTS; AID 743093, 2013; 150,000 tested, 0.065% active; P. falciparum stage V gametocytes, 24 h; inhibition, % at 10.9 µM;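 active = inhibition above the mean plus 3 SD of compounds within the control limits, set per campaign, cut at about 38% in these data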;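 note: 0% = DMSO wells and 100% = medium only without gametocytes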
# Rac1 wt modul: wildtype Rac1 GTP binding modulators, primary screen, biochemical, GST-Rac1 beads, flow cytometry, multiplex; Ras-related C3 botulinum toxin substrate 1 (Homo sapiens), P63000; fluorescent GTP binding; actives lie on both sides; 0 = cold GTP competed, 100 = untreated; GTP binding activity (% of control), % at 10 µM; 190,000 tested, 0.27% active;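 active = GTP binding activity at least 20 points away from the 100% control level, either lower or higher; inconclusive = compound flagged as likely green fluorescent, judged across all proteins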
# Rac1 act GTP bind: GTP binding modulators of activated mutant Rac1, primary screen, biochemical, bead-based flow cytometry, multiplex, fluorescent GTP; Ras-related C3 botulinum toxin substrate 1 (Homo sapiens), P63000; GST-Rac1 activated beads; actives lie on both sides; 100% means binding = to untreated wells; percent activity (GTP binding), % at 10 µM; 190,000 tested, 0.11% active; AID 764, 2007;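 active = GTP binding at least 20 percentage points away from the 100% baseline, in either direction, so actives lie on both sides; inconclusive = Compound likely fluorescent itself, or too few beads counted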
# Rab7 wt modul: modulators of GTP binding to Rab7, primary screen, biochemical, wildtype, multiplex bead flow cytometry; AID 758, 2007; GTP binding activity (percent of control), % at 10 µM; 190,000 tested, 0.055% active; Rab7 GTPase wild type (dog), Bodipy-FL-GTP binding; GST-Rab7 beads, fluorescent GTP binding; actives lie on both sides; untreated = 100%, excess cold GTP = 0%;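 active = fluorescent GTP binding to Rab7 beads changed by at least 20 points from the 100% baseline, either direction, mostly lower; inconclusive = compound itself probably fluorescent, or too few beads counted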;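 note: median green fluorescence of bound Bodipy-FL-GTP per Rab7 bead population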
# ABCB1 inh: ABCB1 efflux pump inhibitors, primary screen, cell-based, multiplex, flow cytometry, ABCG2 counter-screen | ATP-dependent translocase ABCB1 (Homo sapiens), P08183 | CCRF-Adr cells, JC-1 efflux | inhibition, % at 6.6 µM | AID 1326, 2008 | 190,000 tested, 0.067% active; in the data active = inhibition above about 40%;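 note: 0% = vehicle and 100% = reference inhibitor; higher value means more JC-1 retained so stronger ABCB1 efflux block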
# GSH bead fluor: compound fluorescence on glutathione beads, profiling panel, artefact control, biophysical, 488/530 nm, flow cytometry; 190,000 tested, 0.25% active; GSH beads flow cytometry, compound fluorescence 488/530 nm; hits give high values; AID 1776, 2009; fluorescence (KMESF) at 10 µM; in the data active = fluorescence above about 89;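 note: glutathione beads carrying GST-tagged Bcl family fusion proteins plus one bare bead set; values are compound well signal with DMSO vehicle wells as background; inactives centre near 16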
# Active calls of the source: *; u = inconclusive; x = not tested or not shown.
SMILES,Avidin fluor,ABCG2 inh,Rab2 wt GTP,Cdc42 wt GTP,HRas wt GTP bind,Pf gamet viab,Rac1 wt modul,Rac1 act GTP bind,Rab7 wt modul,ABCB1 inh,GSH bead fluor
Cc1ccc(/C=C(\C#N)C(=O)NCC2CCCO2)o1 (stereo not given),21,18.8,100.0,102.0,101.0,x,103.0,99.0,98.0,0.0,9
CCc1cccc(C)c1NC(=S)NCc1ccc2c(c1)cc(C)n2C,7,1.2,100.0,98.0,98.0,x,102.0,98.0,100.0,-0.1,16
CN(CC(O)COc1ccc(OCC(O)CN(C)C2CCCCC2)cc1)C1CCCCC1 (stereo not given),39,2.0,99.0,101.0,101.0,x,103.0,100.0,100.0,0.5,14
CCCc1cc2c(-c3ccccc3)cc(=O)oc2cc1OCc1ccc(C(=O)O)o1,9,-2.5,93.0,90.0,93.0,x,92.0,93.0,95.0,1.4,10
O=C1c2ccccc2C(=O)N1CCCCN(C(=O)c1ccco1)c1ccc(Cl)cc1,11,50.3,101.0,99.0,103.0,x,106.0,99.0,102.0,11.7,30
O=C(NC1CCCCC1)C(c1ccccc1)N1CCc2ccccc21 (stereo not given),8,1.6,101.0,103.0,103.0,x,106.0,101.0,102.0,0.3,23
COC(=O)C(C)Sc1ccc2nnc(-c3ccccc3)n2n1 (stereo not given),10,1.1,100.0,97.0,97.0,2.3,99.0,97.0,104.0,0.1,12
COc1ccc(C(=O)NNC(=O)c2ccc(S(=O)(=O)N3CC(C)OC(C)C3)cc2)cc1 (stereo not given),9,17.1,97.0,97.0,97.0,8.4,100.0,102.0,96.0,2.7,12
COc1ccc(OC)c(NC(=O)CSCC(=O)O)c1,23,0.1,100.0,105.0,102.0,x,106.0,98.0,101.0,0.0,15
COc1cc(/C=C(\C#N)c2ccccn2)ccc1OCC(=O)Nc1ccc(Br)cc1,7,-9.7,98.0,99.0,98.0,-0.1,102.0,98.0,99.0,-4.2,9
Cc1cccc(C)c1NC(=S)N(CCCN1CCCCC1)Cc1ccco1,10,-4.0,99.0,98.0,98.0,19.3,100.0,96.0,93.0,11.6,21
CCOC(=O)CNC(=O)c1ccc2[nH]c3ccccc3c2c1,12,7.2,96.0,96.0,98.0,8.1,97.0,95.0,101.0,0.8,21
CCOC(=O)c1cn[nH]c1N,13,11.9,102.0,104.0,102.0,x,108.0,101.0,99.0,0.3,33
CC(=O)NC1C(=O)N=C(SCC(=O)NC2CCCCC2)NC1=O (stereo not given),13,-0.3,101.0,104.0,103.0,8.6,104.0,100.0,102.0,-0.2,21
COC(=O)c1ccccc1NC(=O)c1cc([N+](=O)[O-])nn1Cc1ccccc1,4,2.4,97.0,100.0,100.0,-36.8,99.0,99.0,99.0,1.5,9
CCOc1ccc2nc(NC(=O)c3cnc(C)cn3)sc2c1,11,0.4,100.0,101.0,102.0,x,101.0,98.0,99.0,-0.1,49
COc1ccc(NC(=O)Nc2ccccc2C(N)=O)cc1,10,7.5,95.0,98.0,96.0,-9.4,95.0,97.0,95.0,0.4,15
CCN1CCc2c(C#N)c(N3CCCCC3)nc(N3CCOCC3)c2C1,9,-2.4,100.0,102.0,101.0,-5.4,102.0,98.0,97.0,0.8,15
C=CCc1cccc(OC)c1OCCOCCn1ccnc1,12,2.9,103.0,103.0,102.0,-28.3,105.0,102.0,101.0,0.6,15
c1ccc(CN2CCN(Cc3nnc(-c4ccccc4)o3)CC2)cc1,10,1.1,99.0,98.0,97.0,-0.4,100.0,96.0,103.0,0.5,21
CCN(CC)c1ccc(/C=c2/sc3nnc(-c4ccccc4C)n3c2=O)cc1,34,63.9,u,u,u,x,u,u,u,77.0*,86
CCc1c(C)sc(NC(=O)c2cccs2)c1C(N)=O,15,-1.0,100.0,103.0,103.0,x,104.0,98.0,102.0,-0.4,9
Cc1cccc(N2C(=O)SC(N(C)c3ccccc3)C2=O)c1 (stereo not given),36,-0.8,98.0,99.0,99.0,-6.5,103.0,98.0,99.0,-0.2,25
O=C(Nc1ccccc1)Nc1ccc2snnc2c1,6,2.3,99.0,99.0,97.0,-12.8,99.0,99.0,93.0,-0.2,14
CCC(Sc1nc2cc(OC)c(OC)cc2c(=O)n1Cc1ccco1)C(=O)NCCOC (stereo not given),21,27.9,98.0,101.0,99.0,-49.7,103.0,99.0,100.0,3.8,24
CCOC(=O)C1CCCN(Cc2ccc(OC)cc2OC)C1 (stereo not given),13,2.0,105.0,108.0,106.0,-8.3,105.0,103.0,101.0,0.6,14
CCCCn1nc(C(=O)Nc2ccc(S(=O)(=O)Nc3ncccn3)cc2)c2ccccc2c1=O,26,0.3,96.0,97.0,98.0,x,97.0,96.0,102.0,0.1,19
Cc1c(/C=C/C(=O)c2ccccc2O)cnn1C,2,10.1,94.0,96.0,99.0,-7.4,100.0,97.0,96.0,1.1,7
O=C(NCc1ccccc1Cl)NC(=O)c1ccccc1,8,3.9,101.0,100.0,99.0,4.4,103.0,100.0,104.0,0.1,16
O=C(Nc1ccc(Br)cn1)C1CCCN1S(=O)(=O)c1ccccc1 (stereo not given),32,1.4,101.0,98.0,101.0,x,99.0,96.0,105.0,0.2,14

# Brought forward from above: seven compounds, then new ones.
SMILES,Avidin fluor,ABCG2 inh,Rab2 wt GTP,Cdc42 wt GTP,HRas wt GTP bind,Pf gamet viab,Rac1 wt modul,Rac1 act GTP bind,Rab7 wt modul,ABCB1 inh,GSH bead fluor
O=C(Nc1ccccc1)Nc1ccc2snnc2c1,6,2.3,99.0,99.0,97.0,-12.8,99.0,99.0,93.0,-0.2,14
CCC(Sc1nc2cc(OC)c(OC)cc2c(=O)n1Cc1ccco1)C(=O)NCCOC (stereo not given),21,27.9,98.0,101.0,99.0,-49.7,103.0,99.0,100.0,3.8,24
CCOC(=O)C1CCCN(Cc2ccc(OC)cc2OC)C1 (stereo not given),13,2.0,105.0,108.0,106.0,-8.3,105.0,103.0,101.0,0.6,14
CCCCn1nc(C(=O)Nc2ccc(S(=O)(=O)Nc3ncccn3)cc2)c2ccccc2c1=O,26,0.3,96.0,97.0,98.0,x,97.0,96.0,102.0,0.1,19
Cc1c(/C=C/C(=O)c2ccccc2O)cnn1C,2,10.1,94.0,96.0,99.0,-7.4,100.0,97.0,96.0,1.1,7
O=C(NCc1ccccc1Cl)NC(=O)c1ccccc1,8,3.9,101.0,100.0,99.0,4.4,103.0,100.0,104.0,0.1,16
O=C(Nc1ccc(Br)cn1)C1CCCN1S(=O)(=O)c1ccccc1 (stereo not given),32,1.4,101.0,98.0,101.0,x,99.0,96.0,105.0,0.2,14
O=C(N/N=C/c1ccco1)c1cc(-c2ccc3ccccc3c2)n[nH]1,14,1.7,100.0,106.0,102.0,x,112.0,103.0,101.0,0.5,15
CC1=C(C(=O)OC(C)C)C(c2cccc(F)c2)N2C(=O)C(C)SC2=N1 (stereo not given),x,1.7,102.0,101.0,101.0,x,103.0,101.0,99.0,0.5,20
Cc1cc[n+](-c2nc3ccccc3nc2[N-]S(=O)(=O)c2cccs2)cc1C,16,-0.7,99.0,98.0,98.0,x,102.0,99.0,99.0,-0.1,21
CCOC(=O)C1CCCN(C(=O)c2ccc(OC(C)=O)cc2)C1 (stereo not given),5,4.6,101.0,101.0,100.0,x,100.0,101.0,96.0,1.5,20
COc1ccc(C(=O)N2CCN(C(=O)Cc3ccccc3)CC2)cc1,12,6.6,96.0,100.0,97.0,-1.3,102.0,96.0,96.0,1.5,11
COc1ccc(Cl)cc1C(=O)Nc1ccc(NC(=O)C(C)C)cc1,12,7.8,86.0,85.0,88.0,0.0,84.0,94.0,90.0,2.2,12
COc1ccccc1OCCC(=O)OCC(=O)Nc1ccc(S(=O)(=O)N2CCOCC2)cc1,24,2.0,99.0,95.0,100.0,x,95.0,93.0,107.0,0.4,63
COc1ccc(-n2cnnc2SCc2cnc(-c3ccccc3)s2)cc1,9,2.0,101.0,102.0,103.0,-1.4,98.0,99.0,98.0,1.2,68
CN1CCN(S(=O)(=O)c2ccc(NC(=S)NC(=O)C3CCC3)cc2)CC1,2,-2.0,97.0,100.0,99.0,x,103.0,101.0,99.0,1.6,5
CC(=O)c1cn(Cc2ccccc2)c(=O)n(Cc2ccc(F)cc2)c1=O,19,3.8,95.0,96.0,94.0,-23.5,98.0,95.0,91.0,2.8,13
CC(=O)Oc1ccc(C(=O)Cc2ccc3ccccc3n2)c(O)c1C,20,0.7,98.0,103.0,97.0,x,104.0,100.0,98.0,0.1,23
CCOC(=O)N1CCC(NC(=O)c2ccc3nc4ccccc4c(=O)n3c2)CC1,7,3.8,u,u,u,x,u,u,u,0.4,11
Cc1ccc(S(=O)(=O)N(C)C)cc1NC(=O)c1cc(=O)[nH]c2ccccc12,6,0.6,97.0,95.0,96.0,-12.4,100.0,97.0,102.0,0.4,20
NC(=O)c1ccc(NC(=O)COC(=O)CCC(=O)c2ccc(Cl)cc2)cc1,12,-1.4,93.0,91.0,92.0,x,91.0,91.0,93.0,-0.4,12
O=C(NNC(=S)Nc1ccc(Br)cc1Cl)c1ccncc1,90*,6.4,99.0,94.0,100.0,15.8,98.0,97.0,100.0,-0.6,21
